# Assay outcomes from PubChem.
# RPL19A-GFP yeast: alters RPL19A-GFP fluorescence in TOR pathway yeast screen | S. cerevisiae RPL19A-GFP strain, flow cytometry, 3 h; stronger effect = lower value | 330,000 compounds, 0.3% hits | AID 2025 | percent response vs DMSO, % at 10 µM;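 active means percent response vs DMSO below 50%; inconclusive means fewer than 70 events counted for the yeast strain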;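 further: median channel GFP fluorescence of the barcoded RPL19A-GFP strain; ratio of sample median GFP to plate DMSO average so 100% = DMSO; lower means less RPL19A-GFP as with rapamycin TOR inhibition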
# LAP4 TOR yeast: yeast TOR pathway LAP4-GFP modulation | GFP response vs DMSO, % at 10 µM | 320,000 compounds, 0.34% hits | AID 2023 | S. cerevisiae LAP4-GFP multiplex, flow cytometry GFP, 3 h; median GFP as percent of DMSO wells;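 active means GFP response vs DMSO above a set limit, about the screen mean plus 3 SD, cut at about 150% in these data; inconclusive means under 70 cell events counted for the yeast strain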
# AGP1 TOR yeast: modulators of TOR pathway AGP1-GFP in S. cerevisiae; S. cerevisiae AGP1-GFP multiplex flow cytometry, 3 h; GFP as percent of DMSO wells; GFP response vs DMSO, % at 10 µM; 320,000 compounds, 0.02% hits; AID 2066;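 active means GFP response relative to DMSO above a set limit, near screen average plus 3 SD, cut at about 150% in these data; inconclusive means fewer than 70 cells counted for the yeast strain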;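 further: median GFP channel fluorescence of the gated AGP1 strain per well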
# GRK2 aptamer HTS: blocks RNA aptamer binding to human GRK2. P25098. inhibition of aptamer binding, % at 10 µM. AID 488847. 330,000 compounds, 0.59% hits. bead flow cytometry, FAM-aptamer displacement from GRK2;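 active means inhibition of aptamer binding above 40%, roughly 3 SD of noise, on plates passing a quality check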;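 further: median bead fluorescence of bound FAM aptamer so fluorescent compounds give negative values; no value below 0 was filed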
# MEP2 TOR yeast: modulators of TOR pathway MEP2-GFP in S. cerevisiae. S. cerevisiae MEP2-GFP strain, flow cytometry GFP, 3 h; 100% = DMSO control level. GFP response vs DMSO, % at 10 µM. 330,000 compounds, 0.51% hits;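 active means GFP response versus DMSO above a set limit, roughly screen mean plus 3 SD, cut at about 180% in these data; inconclusive means fewer than 70 cells counted for a yeast strain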;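 further: median GFP fluorescence of the barcode-gated MEP2-GFP cells per well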
# Yeast superoxide: caloric restriction mimetics inhibiting age-related superoxide in yeast; S. cerevisiae aged cells, superoxide DHE fluorescence; stronger effect = lower value; superoxide response (% of plate mean), % at 10 µM; 330,000 compounds, 0.18% hits;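 active means superoxide response under a set limit, about three screen SD below normal, cut at about 65% in these data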;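 further: yeast aged for seven days with compound at 30 °C before DHE staining; 100% = average MFI of all compound-treated wells on the plate with controls excluded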
# CIT2 TOR yeast: modulators of TOR pathway CIT2-GFP in S. cerevisiae | S. cerevisiae CIT2-GFP strain, flow cytometry, 3 h; 100 means same as DMSO wells | GFP response vs DMSO, % at 10 µM | 320,000 compounds, 0.065% hits;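 active means GFP response relative to DMSO above a set limit, near the screen mean plus 3 SD, cut at about 150% in these data; inconclusive means Fewer than 70 cells measured for a yeast strain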;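 further: ratio of well median GFP fluorescence to mean of DMSO wells on the plate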
# VLA-4 inh: inhibition in a human VLA-4 binding assay; inhibition, % (about 7 µM as worked out from the volumes in the protocol); 330,000 compounds, 0.2% hits; P13612; VLA-4 expressing cells, ligand binding flow cytometry; in the data active means inhibition above about 50%
# Target sequence (P13612 whole entry, looked up): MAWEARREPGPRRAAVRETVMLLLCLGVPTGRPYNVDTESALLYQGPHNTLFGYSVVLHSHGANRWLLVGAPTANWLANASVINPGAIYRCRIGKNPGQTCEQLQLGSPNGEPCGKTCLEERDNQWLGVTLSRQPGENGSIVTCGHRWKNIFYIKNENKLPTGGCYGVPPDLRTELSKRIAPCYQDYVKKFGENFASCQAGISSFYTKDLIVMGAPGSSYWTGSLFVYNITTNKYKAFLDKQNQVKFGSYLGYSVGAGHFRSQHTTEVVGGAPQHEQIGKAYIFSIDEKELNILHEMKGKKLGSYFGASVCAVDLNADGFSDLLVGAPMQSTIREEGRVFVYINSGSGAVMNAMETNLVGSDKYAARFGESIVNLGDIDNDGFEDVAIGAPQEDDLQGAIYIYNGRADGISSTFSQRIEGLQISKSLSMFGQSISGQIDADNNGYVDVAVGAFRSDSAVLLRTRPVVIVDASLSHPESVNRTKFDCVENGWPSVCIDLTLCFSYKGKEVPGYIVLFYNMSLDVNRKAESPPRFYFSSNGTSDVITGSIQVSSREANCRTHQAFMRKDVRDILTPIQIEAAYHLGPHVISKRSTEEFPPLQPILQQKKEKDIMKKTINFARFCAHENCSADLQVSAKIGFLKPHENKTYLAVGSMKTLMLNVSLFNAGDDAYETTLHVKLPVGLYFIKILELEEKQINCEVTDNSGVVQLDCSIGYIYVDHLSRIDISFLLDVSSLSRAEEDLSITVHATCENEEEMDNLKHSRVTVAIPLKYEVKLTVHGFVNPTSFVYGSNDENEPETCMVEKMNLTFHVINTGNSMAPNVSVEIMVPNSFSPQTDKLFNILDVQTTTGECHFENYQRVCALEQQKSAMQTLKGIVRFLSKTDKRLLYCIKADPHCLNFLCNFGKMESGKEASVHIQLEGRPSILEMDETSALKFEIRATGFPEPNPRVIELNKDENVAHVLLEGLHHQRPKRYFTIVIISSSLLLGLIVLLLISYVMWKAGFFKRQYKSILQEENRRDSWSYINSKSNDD
# An asterisk follows results filed as active; ? = inconclusive; [ ] = remark or other dose. This is a random part of the collection; any-hit rate near 1.7%.
SMILES,RPL19A-GFP yeast,LAP4 TOR yeast,AGP1 TOR yeast,GRK2 aptamer HTS,MEP2 TOR yeast,Yeast superoxide,CIT2 TOR yeast,VLA-4 inh
Cc1ccc(/C=N/NC(=O)CNC(=O)c2ccc(S(=O)(=O)N3CCCC3)cc2)o1,101.8,95.9,104.2,0.0,106.7,86.5,101.5,7.4
COc1ccc(CNC(=O)C(=O)NCC2OCCN2S(=O)(=O)c2ccc(OC)cc2)cc1 (stereo not drawn),100.3,88.5,95.4,1.0,95.1,96.1,105.6,-13.4
CCOC(=O)C1=C(CC)OC(N)=C(C#N)C1c1ccc(OC)c(C)c1OC (stereo not drawn),100.7,105.0,96.3,3.0,108.7,91.3,97.2,0.0
O=c1[nH]ncc(N2CCN(Cc3ccccc3)CC2)c1Cl,99.8,102.3,103.7,0.0,99.1,106.2,106.9,11.2
CCO[C@@H]1OC(C(=O)NC2CC2)=C[C@H](c2coc3ccccc3c2=O)[C@H]1CCCO,95.2,98.8,79.0,3.0,91.3,113.8,71.4,39.5
CCN(CC)c1ccc(/C=N/Nc2nc(C)cc(C)n2)cc1,93.0,113.6,101.8,3.0,93.0,87.4,92.1,-0.2
CCN(CC)S(=O)(=O)c1ccc(C(=O)N2CCCCC2)cc1,102.4,89.5,109.5,5.0,108.8,83.7,107.1,-1.7
COc1ccc(C2C(C#N)=C(N)N(c3cccnc3)C3=C2C(=O)CC(C)(C)C3)cc1OC (stereo not drawn),99.0,98.3,96.7,0.0,100.6,98.0,100.0,22.2
COc1ccc(CCN=C2SCC(=O)N2Cc2ccccc2)cc1OC,98.4,102.2,99.4,2.0,102.3,109.3,98.8,-0.7
CC(=O)c1ccc(N2CCN(C(=O)c3ccc(C(=O)c4ccccc4)cc3)CC2)cc1,96.8,98.7,95.0,0.0,91.6,99.2,84.3,9.2
CCN(CC)S(=O)(=O)c1ccc(OC)c(NC(=O)Cn2cnc3c2c(=O)n(C)c(=O)n3C)c1,88.8,99.3,90.2,0.0,84.4,90.0,86.0,-0.1
CC(NC(=O)c1cccs1)c1ccc(Cl)cc1 (stereo not drawn),99.4,92.1,83.3,0.0,97.5,109.2,83.3,1.1
COc1ccc(N(CC(=O)NC2CCCC2)C(=O)Cn2nnc(-c3ccc(C)cc3)n2)cc1,100.8,102.0,100.0,0.0,102.5,95.3,103.3,3.3
CC(=O)c1ccc(-n2cc(-c3ccc(C(C)(C)C)cc3)[n+]3c2SCCC3)cc1,99.0,99.5,97.5,0.0,104.3,117.9,100.2,-1.2
COc1ccc(N2CCN(CC(=O)NC(=O)NC(C)(C)C)CC2)cc1,98.7,104.2,95.3,0.0,113.2,94.8,104.9,-8.2
O=C1CCCc2oc3c(c21)CCCC3,97.6,90.5,101.2,0.0,100.2,76.7,100.5,2.7
O=C1C2C3C=CC(C3)C2C(=O)N1c1cccc(-c2nc3ccccc3o2)c1 (stereo not drawn),98.9,100.6,94.7,1.0,99.0,93.6,101.6,-8.4
Cc1cc(OCC(=O)N2CCC(O)CC2)c2c(C)cc(=O)oc2c1,100.6,103.9,110.2,0.0,102.9,132.1,99.4,5.7
C/C(=C\C(=O)c1cccnc1)Nc1ccc(O)cc1,110.4,105.7,112.6,3.0,104.9,103.2,114.1,-8.9
NS(=O)(=O)c1ccc(S(=O)(=O)N(Cc2ccccc2F)CC2CCCO2)cc1 (stereo not drawn),95.8,95.4,96.9,2.0,102.8,97.5,97.6,0.9
CCOC(=O)C1=C(C)N=C2SC(C)C(=O)N2C1/C=C/c1ccccc1OC (stereo not drawn),95.1,97.9,95.1,0.0,96.1,96.9,92.7,2.4
Cn1c(=O)c2c(nc(NCC3CCCC(CN)C3)n2Cc2ccc(Cl)cc2Cl)n(C)c1=O (stereo not drawn),101.6,94.6,93.7,0.0,106.4,112.7,95.5,7.2
Cc1nn(C)c(C(=O)NN)c1Cl,90.9,85.7,87.0,0.0,90.3,92.6,93.0,23.8
Cc1cc(C)c[n+](-c2nc([O-])sc2C=O)c1,100.2,102.6,98.7,0.0,96.1,99.2,95.7,-2.3
CCn1cc(Br)c(C(=O)Nc2sc3c(c2C(N)=O)CCCC3)n1,99.2,76.0,92.0,0.0,95.0,96.3,105.2,12.1

# Retrieved by compound from the entries so far (2):
SMILES,RPL19A-GFP yeast,LAP4 TOR yeast,AGP1 TOR yeast,GRK2 aptamer HTS,MEP2 TOR yeast,Yeast superoxide,CIT2 TOR yeast,VLA-4 inh
CCO[C@@H]1OC(C(=O)NC2CC2)=C[C@H](c2coc3ccccc3c2=O)[C@H]1CCCO,95.2,98.8,79.0,3.0,91.3,113.8,71.4,39.5
Cc1ccc(/C=N/NC(=O)CNC(=O)c2ccc(S(=O)(=O)N3CCCC3)cc2)o1,101.8,95.9,104.2,0.0,106.7,86.5,101.5,7.4

# The results go on.
SMILES,RPL19A-GFP yeast,LAP4 TOR yeast,AGP1 TOR yeast,GRK2 aptamer HTS,MEP2 TOR yeast,Yeast superoxide,CIT2 TOR yeast,VLA-4 inh
COc1ccc2[nH]c(=O)c(CN(Cc3cccs3)Cc3nnnn3C(C)(C)C)cc2c1,102.1,104.3,109.7,3.0,112.3,109.6,104.3,-13.6
N=c1c(C(=O)NCCN2CCOCC2)cc2c(=O)n3ccccc3nc2n1Cc1ccc(F)cc1,27.7*[may fluoresce violet],79.8[may fluoresce violet],15.0[may fluoresce violet],1.0,139.9[may fluoresce violet],118.8,?,23.9
Cc1ccc(NC(=O)C2CCCN(C(=O)Nc3ccc(F)cc3)C2)cc1 (stereo not drawn),97.2,94.3,94.0,0.0,102.7,98.9,97.6,8.6
NC(=O)C1c2ccccc2Oc2ccccc21,100.6,92.0,98.2,0.0,102.6,100.0,105.3,-1.7
COc1ccc(CCNC(=O)CCSc2nc(-c3ccco3)cc(C(F)(F)F)n2)cc1OC,97.0,100.2,99.9,2.0,96.1,102.8,98.8,13.2
NS(=O)(=O)c1ccc(CCNC(=O)CNC(=O)c2ccccc2Br)cc1,103.4,89.1,101.8,0.0,105.9,108.4,105.6,7.4
CCOC(=O)C(CCc1nnc(N)s1)C(=O)OCC,108.7,106.8,109.1,0.0,105.5,86.7,109.0,12.5
CCOC(=O)N1CCN(C(=O)c2cc(COc3c(F)cccc3F)on2)CC1,99.8,80.9,91.0,1.0,92.5,101.7,102.3,-3.4
O=c1c2sc3ccccc3c2[nH]c(=S)n1CCN1CCOCC1,97.8,102.2,107.7,0.0,99.1,94.1,102.2,3.3
CC(=O)Nc1ccc(S(=O)(=O)N2CCC3(CC2)CC(=O)c2ccccc2O3)cc1,99.2,103.3,101.0,0.0,106.2,91.6,110.6,-6.4
O=C(CSc1ncccc1-c1nc2ccccc2[nH]1)N1CCCCC1,99.3,107.3,102.0,2.0,99.8,116.5,100.1,16.3
CC1(C)C2CC[C@]3(C)C(CC=C4[C@@H]5C[C@@](C)(CO)[C@@H](O)C[C@]5(C(=O)O)CC[C@]43C)[C@@]2(C)CC[C@@H]1O (stereo partly drawn),97.0,121.2,103.6,4.0,98.0,104.2,91.9,8.6
COc1cccc(NS(=O)(=O)Cc2ccccc2)c1,97.7,106.0,100.8,0.0,104.1,88.7,106.2,5.5
Cc1cc(C)n(-c2c(F)c(F)c(COC(=O)c3ccccc3)c(F)c2F)n1,99.4,109.2,93.4,1.0,103.0,109.0,91.4,0.2
O=C(O)c1ccc(N2C(=O)CC(SC(=NCc3ccc4c(c3)OCO4)Nc3ccccc3)C2=O)cc1 (stereo not drawn),95.0,101.8,92.9,0.0,107.5,96.2,88.0,1.4
OCCOCCNc1ncnc2c1cnn2-c1ccccc1,98.6,97.4,103.0,0.0,99.9,96.4,98.8,0.2
Cc1nn(C)c2ncc(C(=O)c3ccccc3O)cc12,98.0,104.5,94.0,0.0,96.8,106.1,95.0,-4.8
CCC(C)C(=O)Nc1nnc(SCC(=O)N2C(C)CCCC2C)s1 (stereo not drawn),110.4,107.0,107.7,0.0,111.3,87.7,110.3,16.2
CC(=O)Nc1ccc(S(=O)(=O)N2CCN(c3nc(C)cc(C)n3)CC2)cc1,90.4,83.1,75.1,0.0,95.5,95.7,64.3,8.5
CCC(=O)Nc1ccc(N2CCCCC2)cc1,94.0,101.0,99.2,0.0,92.7,112.6,104.0,-4.7
O=C(Nc1sc2c(c1C(=O)O)CCC2)c1ccc(F)cc1,96.8,96.9,92.2,8.0,102.2,127.0,93.2,9.4
COc1ccc(S(N)(=O)=O)cc1C(=O)NNC(=O)C1COc2ccccc2O1 (stereo not drawn),101.9,92.7,101.3,0.0,109.5,129.3,102.1,-11.3
C/C=C(\C)C(=O)NCCN1C2=NC[C@@H](C)N2C[C@@H]1Cc1ccc(OC)cc1,93.3,103.6,99.5,0.0,99.7,101.8,94.9,19.9
Cc1cccc(N2CCN(C(=O)CCCOc3ccccc3)CC2)c1C,101.1,103.8,100.0,0.0,100.8,111.2,98.7,-7.5
C=CCc1cccc2cc(C(=O)N3CCN(C(=O)c4ccccc4)CC3)c(=O)oc12,103.6,97.1,102.5,2.0,103.6,101.3,111.0,18.1
N#CCC(=O)N/N=C/c1cccc(Oc2ccccc2)c1,95.2,100.3,97.5,2.0,95.6,96.2,95.2,11.2
CCOC(=O)C1CCN(c2c(NCCCN(C)C3CCCCC3)c(=O)c2=O)CC1,102.5,91.6,98.2,0.0,93.0,89.5,107.0,-9.8

# Grouped by structure, those above containing a tert-butyl group
SMILES,RPL19A-GFP yeast,LAP4 TOR yeast,AGP1 TOR yeast,GRK2 aptamer HTS,MEP2 TOR yeast,Yeast superoxide,CIT2 TOR yeast,VLA-4 inh
CC(=O)c1ccc(-n2cc(-c3ccc(C(C)(C)C)cc3)[n+]3c2SCCC3)cc1,99.0,99.5,97.5,0.0,104.3,117.9,100.2,-1.2
COc1ccc(N2CCN(CC(=O)NC(=O)NC(C)(C)C)CC2)cc1,98.7,104.2,95.3,0.0,113.2,94.8,104.9,-8.2
COc1ccc2[nH]c(=O)c(CN(Cc3cccs3)Cc3nnnn3C(C)(C)C)cc2c1,102.1,104.3,109.7,3.0,112.3,109.6,104.3,-13.6

# Structures listed so far containing bromine, in the order listed:
SMILES,RPL19A-GFP yeast,LAP4 TOR yeast,AGP1 TOR yeast,GRK2 aptamer HTS,MEP2 TOR yeast,Yeast superoxide,CIT2 TOR yeast,VLA-4 inh
CCn1cc(Br)c(C(=O)Nc2sc3c(c2C(N)=O)CCCC3)n1,99.2,76.0,92.0,0.0,95.0,96.3,105.2,12.1
NS(=O)(=O)c1ccc(CCNC(=O)CNC(=O)c2ccccc2Br)cc1,103.4,89.1,101.8,0.0,105.9,108.4,105.6,7.4

# Sorted by formula weight (descending): part of the list above.
SMILES,RPL19A-GFP yeast,LAP4 TOR yeast,AGP1 TOR yeast,GRK2 aptamer HTS,MEP2 TOR yeast,Yeast superoxide,CIT2 TOR yeast,VLA-4 inh
CC(=O)Nc1ccc(S(=O)(=O)N2CCN(c3nc(C)cc(C)n3)CC2)cc1,90.4,83.1,75.1,0.0,95.5,95.7,64.3,8.5
O=C(CSc1ncccc1-c1nc2ccccc2[nH]1)N1CCCCC1,99.3,107.3,102.0,2.0,99.8,116.5,100.1,16.3
CCOC(=O)C(CCc1nnc(N)s1)C(=O)OCC,108.7,106.8,109.1,0.0,105.5,86.7,109.0,12.5
